# A3G deaminase = APOBEC3G (human) deaminase inhibition; Q9HC16; recombinant A3G, ssDNA deamination FAM/TAMRA fluorescence; inhibition, % at 20 µM; 0.28% of 330,000 active; AID 493012;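 active = inhibition of at least 40% at 20 µM, with no more than 30% in the related APOBEC3A deaminase screen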;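 note: plate controls were DMSO wells with A3G for no effect and wells lacking A3G enzyme for full effect; some compounds called inactive have numbers as strong as hits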
# CXCR6 block = inhibitors of human CXCR6 receptor. O00574. 0.36% of 360,000 active. inhibition, % at 20 µM. CHO-K1 PathHunter CXCR6 beta-arrestin, luminescence. AID 602244; in the data active = inhibition above about 34%, passing the limit was not always enough;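 note: antagonist mode with CXCL16 agonist at 10 nM final; 0% = 10 nM CXCL16 with DMSO and 100% = unstimulated wells without agonist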
# CCR6 antag = antagonists of human CCR6 receptor. P51684. 0.49% of 340,000 active. AID 493098. inhibition, % at 20 µM. CHO-K1 CCR6 PathHunter beta-arrestin, luminescence, CCL20-stimulated;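 active = compounds whose inhibition of the agonist-driven luminescence signal at 20 µM reaches about 50%, limit read from the data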;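 note: cells stimulated with CCL20 at 14 nM final; plate controls were DMSO with CCL20 for no effect and DMSO without agonist for full effect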
# Target sequence (P51684 whole entry, looked up): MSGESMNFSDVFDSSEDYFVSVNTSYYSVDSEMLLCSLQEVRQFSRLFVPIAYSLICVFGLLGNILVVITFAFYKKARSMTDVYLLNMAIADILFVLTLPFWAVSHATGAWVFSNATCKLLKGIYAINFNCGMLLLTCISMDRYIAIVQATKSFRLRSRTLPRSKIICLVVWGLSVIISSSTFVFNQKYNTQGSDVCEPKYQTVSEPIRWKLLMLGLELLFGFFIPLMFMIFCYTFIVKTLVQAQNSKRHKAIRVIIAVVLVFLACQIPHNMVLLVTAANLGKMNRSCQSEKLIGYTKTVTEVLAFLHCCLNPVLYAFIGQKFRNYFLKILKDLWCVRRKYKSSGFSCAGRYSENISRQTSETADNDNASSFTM
# GRIN3A LBD mod = modulates the human NR3A ligand-binding domain. NR3A LBD differential scanning fluorimetry, Tm shift; 0% = protein alone, 100% = glycine-bound protein. Tm shift relative to glycine control, % at 25 µM. 2.5% of 340,000 active. AID 1259313;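 active = melting temperature shift of at least 10% of the positive control shift, at one fixed dose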
# EBI2 block = EBI2 (human) antagonism; EBI2 beta-arrestin recruitment, luminescence, 7a,25-OHC stimulated; inhibition, % at 5 µM; 0.81% of 360,000 active; in the data active = inhibition above about 38%;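 note: enzyme fragment complementation signal reports receptor beta-arrestin coupling in cells; 0% = agonist plus DMSO wells and 100% = wells without agonist; some results beyond the cut were filed as inactive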
# MPTP block = blocks calcium-induced mitochondrial swelling; isolated mouse mitochondria, Ca2+ swelling absorbance, 30 min; inhibition, % at 10 µM; 1.4% of 360,000 active; AID 602449;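 active = inhibition of 50% or more, scaled per plate between neutral and stimulator controls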;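 note: 0% = DMSO wells given calcium and 100% = 1 mM EGTA wells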
# Gli-Sufu antag = antagonists of Gli-Sufu signaling. inhibition, % at 5 µM. Sufu-KO-LIGHT fibroblasts, Gli luciferase reporter luminescence. AID 588413. 0.74% of 340,000 active;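 active = inhibition above about 55%, limit read from the data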;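 note: 0% = DMSO-treated cells and 100% = wells with medium but no cells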
# A3A deaminase = inhibitors of human APOBEC3A DNA deaminase; inhibition, % at 20 µM; P31941; 0.41% of 330,000 active; recombinant A3A, FAM/TAMRA ssDNA deamination fluorescence;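 active = at least 40% inhibition at 20 µM here, with at most 30% in a related deaminase screen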;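 note: plate controls were A3A with DMSO for no effect and wells lacking A3A enzyme for full effect; some results filed as inactive read as strong as hits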
# Target sequence (P31941 whole entry, looked up): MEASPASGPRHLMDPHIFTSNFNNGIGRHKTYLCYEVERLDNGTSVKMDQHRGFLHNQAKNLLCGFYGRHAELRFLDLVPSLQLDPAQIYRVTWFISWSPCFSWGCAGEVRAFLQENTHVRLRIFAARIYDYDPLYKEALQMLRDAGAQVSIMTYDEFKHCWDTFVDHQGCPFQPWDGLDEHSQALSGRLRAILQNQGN
# The depositor's hits bear a star; . = not tested or not shown.
no.	Compound	A3G deaminase	CXCR6 block	CCR6 antag	GRIN3A LBD mod	EBI2 block	MPTP block	Gli-Sufu antag	A3A deaminase
1	CCOC(=O)[C@H]1[C@H]2COc3ccc(C)cc3[C@@H]2N2C(=O)c3ccc(C)cc3NC(=O)[C@@]12C	-3.8	-3.4	4.1	0.6	12.5	0.2	-7.3	-2.9
2	O=C(N/N=C/c1ccc(O)c(O)c1)C1c2ccccc2Oc2ccccc21	-6.0	1.5	20.5	-5.5	1.5	103.8*	4.2	3.5
3	Cc1cc(C)c2c(N)c3cccc(C)c3nc2n1	.	7.7	19.6	-0.7	-0.1	-2.7	-12.2	.
4	Cc1ccc(NC(=O)c2sc(Cl)nc2-c2ccccc2)cc1	1.1	-6.6	12.6	-3.8	0.2	22.3	-0.6	9.1
5	O=C(O)c1cccc(S(=O)(=O)Nc2ccccc2-c2ccccc2)c1	-12.2	-5.4	5.4	-2.3	-5.6	-2.3	-7.2	-8.7
6	COc1cccc(-n2c(C)c3c(OC)cccc(=O)c3c2C)c1	-2.4	1.0	16.3	-1.6	-5.5	4.4	42.8	0.4
7	O=C(Cn1cnc2c(nnn2Cc2ccc(Cl)cc2)c1=O)N1CCCc2ccccc21	-5.7	-1.5	12.5	-4.1	0.5	1.0	8.9	-0.9
8	Fc1cccc(C[n+]2csc3ccccc32)c1	-0.7	-8.0	8.7	4.6	19.2	-2.6	30.9	-0.2
9	O=C(Oc1ccccc1)c1cc2ccccc2oc1=O	-11.8	1.2	5.9	1.2	1.6	-0.2	-14.3	1.0
10	Cc1cc(Nc2ccccc2)n(C(=O)c2ccc(N)cc2)n1	-3.4	5.9	6.9	-15.9	-6.3	1.7	-18.1	-0.6
11	CCOC(=O)c1sc(C)c2c(=O)n(CCCN3CCOCC3)cnc12	-1.0	-11.8	4.4	-2.2	-6.4	10.3	6.0	0.3
12	COc1ccc(-n2ccnc2SCC(=O)NC2CCCC2)c(OC)c1	-3.7	-1.7	12.6	0.9	3.1	-0.6	-7.1	-0.8
13	Cc1cc(OCC(=O)N2CCC(C(=O)O)CC2)c2c(C)c(C)c(=O)oc2c1	-2.5	0.7	0.7	-1.1	-5.9	1.5	-1.6	-2.0
14	COC(CN(C)C(=O)C1CCCN(S(=O)(=O)c2ccc3c(c2)oc(=O)n3C)C1)OC (stereo not given)	-6.5	3.2	8.3	1.5	-22.2	0.8	-19.6	-4.6
15	COc1ccccc1C1C([N+](=O)[O-])=CC([N+](=O)[O-])=CN1C (stereo not given)	-2.9	-4.8	6.5	-19.2	-22.0	2.4	-13.9	1.7
16	Cc1ccc(C2=Nc3ccccc3N(C(=O)c3ccccc3)C(C)C2)cc1 (stereo not given)	-0.5	1.4	12.4	-1.1	-4.6	0.5	-0.1	5.2
17	Cc1cnc2ncc3sccc3c2c1	-3.2	0.7	26.7	1.9	-14.2	0.5	-4.4	-4.2
18	Cc1ccc(C(=O)NCCc2sc(C)nc2C)cc1	-9.5	-0.8	21.4	1.4	-1.7	-0.2	-6.6	-4.9
19	NC(=O)CC(NC(=O)Cc1cccc2ccccc12)c1ccc(NCc2ccc(F)cc2)c([N+](=O)[O-])c1 (stereo not given)	-10.9	5.7	21.2	-3.6	1.1	-1.6	25.0	-4.8
20	O=C(CNC(=O)c1ccccn1)N=Nc1c(O)[nH]c2ccccc12	-7.4	0.1	-5.4	1.0	-7.8	-0.6	-15.0	1.1
21	CN(CC(=O)Nc1cccc(F)c1)C(=O)c1cccc(N2C(=O)CCC2=O)c1	-4.0	6.5	4.2	1.7	-6.6	-0.8	3.3	-1.1
22	Cc1ccc(C(C)n2cc(C(=O)NCc3ccccn3)nn2)cc1 (stereo not given)	-0.7	-2.9	13.5	0.1	3.4	0.1	0.8	3.5
23	CCN1CCN(C(=O)C2CCN(S(=O)(=O)c3ccc(SC)cc3)CC2)CC1	-6.2	0.4	5.6	-1.7	-6.8	-1.0	-0.7	0.2
24	COc1ccc(S(=O)(=O)N2CCC(C(=O)Oc3cccc(C)c3)CC2)cc1OC	-9.2	-6.1	11.9	0.7	-0.2	0.4	-3.8	-7.4
25	O=C(Nc1cc(Cl)ccc1F)C1=COCCO1	7.6	2.5	1.4	.	-3.4	-0.6	2.8	-0.3
26	O=C(O)CC(c1ccccc1)c1ccccc1	-0.4	-8.9	-3.1	-1.2	5.5	-3.3	-3.3	2.6
27	COc1cc2cnc(CCCC#N)cc2cc1OC	-3.7	-0.6	-3.6	-2.6	-11.8	-0.1	-10.2	-1.6
28	C=CCOc1ccc(/C=C/C(=O)OCc2csc(CC(=O)Nc3ccccc3C)n2)cc1	-8.2	5.7	11.8	-3.0	-11.8	-0.2	-1.9	-0.5
29	O=C(NCC(c1cccnc1)N1CCN(c2ccccc2F)CC1)c1cccc(Cl)c1 (stereo not given)	-6.5	-4.7	13.6	-1.2	2.4	-2.4	18.2	-1.9
30	O=C(NNc1nc(-c2ccc(F)cc2)cs1)c1ccccc1	-7.0	2.5	3.2	-2.9	-0.1	0.1	5.4	1.6
31	COc1ccc2nc3oc(C(=O)N4CCN(c5cccc(Cl)c5)CC4)cc3cc2c1	-1.6	-1.4	20.4	-5.0	19.6	1.7	7.5	0.0
32	COc1ccc(OC)c(/C=N\NC(=O)c2ccc(=O)n(C)c2)c1	0.5	-15.9	-21.8	-10.2	-3.7	-0.3	-1.9	-5.9

# Single entries from the list.
# Entry of `O=C(O)c1cccc(S(=O)(=O)Nc2ccccc2-c2ccccc2)c1` under GRIN3A LBD mod: -2.3
# Entry of `Cc1ccc(NC(=O)c2sc(Cl)nc2-c2ccccc2)cc1` under CCR6 antag: 12.6

# Some of the entries so far, with one line to a screen:
1	CCOC(=O)[C@H]1[C@H]2COc3ccc(C)cc3[C@@H]2N2C(=O)c3ccc(C)cc3NC(=O)[C@@]12C
2	O=C(N/N=C/c1ccc(O)c(O)c1)C1c2ccccc2Oc2ccccc21
3	Cc1cc(C)c2c(N)c3cccc(C)c3nc2n1
4	Cc1ccc(NC(=O)c2sc(Cl)nc2-c2ccccc2)cc1
5	O=C(O)c1cccc(S(=O)(=O)Nc2ccccc2-c2ccccc2)c1
6	COc1cccc(-n2c(C)c3c(OC)cccc(=O)c3c2C)c1
7	O=C(Cn1cnc2c(nnn2Cc2ccc(Cl)cc2)c1=O)N1CCCc2ccccc21
8	Fc1cccc(C[n+]2csc3ccccc32)c1
9	O=C(Oc1ccccc1)c1cc2ccccc2oc1=O
10	Cc1cc(Nc2ccccc2)n(C(=O)c2ccc(N)cc2)n1
11	CCOC(=O)c1sc(C)c2c(=O)n(CCCN3CCOCC3)cnc12
12	COc1ccc(-n2ccnc2SCC(=O)NC2CCCC2)c(OC)c1
compound no.,1,2,3,4,5,6,7,8,9,10,11,12
A3G deaminase,-3.8,-6.0,.,1.1,-12.2,-2.4,-5.7,-0.7,-11.8,-3.4,-1.0,-3.7
CXCR6 block,-3.4,1.5,7.7,-6.6,-5.4,1.0,-1.5,-8.0,1.2,5.9,-11.8,-1.7
CCR6 antag,4.1,20.5,19.6,12.6,5.4,16.3,12.5,8.7,5.9,6.9,4.4,12.6
GRIN3A LBD mod,0.6,-5.5,-0.7,-3.8,-2.3,-1.6,-4.1,4.6,1.2,-15.9,-2.2,0.9
EBI2 block,12.5,1.5,-0.1,0.2,-5.6,-5.5,0.5,19.2,1.6,-6.3,-6.4,3.1
MPTP block,0.2,103.8*,-2.7,22.3,-2.3,4.4,1.0,-2.6,-0.2,1.7,10.3,-0.6
Gli-Sufu antag,-7.3,4.2,-12.2,-0.6,-7.2,42.8,8.9,30.9,-14.3,-18.1,6.0,-7.1
A3A deaminase,-2.9,3.5,.,9.1,-8.7,0.4,-0.9,-0.2,1.0,-0.6,0.3,-0.8
